TRHR ag: TRH receptor (human) agonism; TRHR cells, calcium flux fluo-8, FDSS agonist mode; activation, % at 2 µM; hit rate 0.18% among 360,000; further: 0% is about no effect
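Fluo-8-loaded TRHR cells; 10 s baseline, compound added, kinetic Ca2+ fluorescence read 1/s, agonist mode.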
D1 potentiator: potentiators of human D1 dopamine receptor; HEK293 TREx D1 cells, calcium flux, dopamine EC20 potentiation; P21728; hit rate 0.036% among 360,000; potentiation, % at 10 µM; in the data active means potentiation above about 30%; further: 0% is about no effect
Target sequence (P21728 whole entry, looked up): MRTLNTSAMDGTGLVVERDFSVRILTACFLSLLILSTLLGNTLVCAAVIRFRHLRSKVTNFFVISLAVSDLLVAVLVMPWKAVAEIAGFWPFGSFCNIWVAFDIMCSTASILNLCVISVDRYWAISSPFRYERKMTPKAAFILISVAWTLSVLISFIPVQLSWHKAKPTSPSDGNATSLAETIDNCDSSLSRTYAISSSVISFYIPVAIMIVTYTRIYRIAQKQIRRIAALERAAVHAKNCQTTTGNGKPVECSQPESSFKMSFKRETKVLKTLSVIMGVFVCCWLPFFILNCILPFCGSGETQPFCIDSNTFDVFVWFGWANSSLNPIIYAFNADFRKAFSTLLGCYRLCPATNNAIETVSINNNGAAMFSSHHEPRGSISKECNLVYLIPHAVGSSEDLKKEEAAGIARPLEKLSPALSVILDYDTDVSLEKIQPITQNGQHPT
TRHR PAM: allosterically enhances the human TRH receptor | enhancement, % at 2 µM | hit rate 0.66% among 360,000 | AID 493056 | TRHR cells, fluo-8 calcium fluorescence, EC20 TRH enhancement | P34981; in the data active means enhancement above about 30%; further: 0% is about no effect
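Enhancer read-out: after compound pinning and an initial kinetic agonist-mode read, an EC20 of TRH (10 nM final) was injected and fluo-8 calcium signal (Ex 480/Em 530) followed at 1 s/cycle for 100 cycles in TRHR-expressing cells.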
D1 antagonist: blocks dopamine activation of the human D1 receptor; activity change, negative = inhibition, % at 10 µM; hit rate 3.2% among 360,000; AID 504652; HEK293 TREx D1 cells, calcium flux, dopamine EC80; active compounds read low; in the data active means activity change below about -30%; further: on the % scale 0 is the no-effect control and ±100 the full control effect
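Kinetic fluorescence of a calcium dye serves as the read-out. D1-expressing Hek293 Trex cells, induced overnight at 30 C, are exposed to compound for 180 s before an EC80 dopamine addition, then read 180 s further.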
D1 ag: human D1 receptor agonism; activation, % at 2 µM; hit rate 1% among 360,000; P21728; HEK293 T-REx D1 cells, calcium flux, agonist mode; further: 0% is about no effect
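Agonism was scored from calcium flux recorded over 180 s (1 read/s) after pintool compound addition, following a 10-cycle baseline. Cells were inducible force-coupled HEK293 TREx D1, plated overnight at 30 C and loaded with no-wash calcium dye.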
D2 potentiator: positive allosteric modulators of human D2 dopamine receptor; HEK293 T-REx D2, calcium flux, EC20 dopamine potentiation; potentiation, % at 10 µM; hit rate 0.34% among 340,000; P14416; AID 485347;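 active means potentiation over 3 SD above the plate norm, cut at about 30% in these data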; further: 0% is about no effect
Target sequence (P14416 whole entry, looked up): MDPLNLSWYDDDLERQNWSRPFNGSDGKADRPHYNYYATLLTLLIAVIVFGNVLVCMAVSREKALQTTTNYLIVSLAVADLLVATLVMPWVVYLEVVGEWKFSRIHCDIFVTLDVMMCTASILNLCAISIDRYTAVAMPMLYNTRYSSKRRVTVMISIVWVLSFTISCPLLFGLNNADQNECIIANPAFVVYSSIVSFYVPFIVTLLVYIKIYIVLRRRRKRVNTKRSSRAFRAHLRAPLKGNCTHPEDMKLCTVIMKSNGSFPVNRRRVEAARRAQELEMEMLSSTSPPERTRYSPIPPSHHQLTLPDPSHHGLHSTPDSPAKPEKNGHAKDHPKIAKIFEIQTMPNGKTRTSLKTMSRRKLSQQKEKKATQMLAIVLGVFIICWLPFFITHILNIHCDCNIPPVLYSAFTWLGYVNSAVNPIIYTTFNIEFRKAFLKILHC
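Potentiation of an EC20 dopamine calcium response is measured in a force-coupled, tetracycline-inducible Hek293 Trex D2 line. Compound-only kinetic reads over 180 s flag agonists before dopamine addition.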
D2 antagonist: antagonizes the human D2 dopamine receptor; inhibition, % at 10 µM; HEK293 TREx D2 cells, calcium flux, dopamine EC80; P14416; hit rate 2% among 340,000; AID 485344; in the data active means inhibition above about 30%; further: 0% is about no effect
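Tetracycline-induced HEK293 TREx cells expressing D2 receptor forced-coupled to calcium signalling, loaded with no-wash calcium dye. Compounds added and calcium flux read 180 s, then dopamine added at EC80 and read a further 180 s.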
RXFP1 antagonist: antagonists of human relaxin receptor RXFP1. HEK293-RXFP1, relaxin-stimulated cAMP HTRF, 30 min; active compounds read low. hit rate 0.59% among 350,000. activity change, negative = inhibition, % at 57.5 µM. AID 1259400. Q9HBX9;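 active means activity change of -60% or lower, but not beyond a set lower limit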; further: on the % scale 0 is the no-effect control and ±100 the full control effect
D2 ag: activates the human D2 dopamine receptor; AID 485358; P14416; activation, % at 2 µM; hit rate 0.53% among 340,000; HEK293 T-REx D2 cells, calcium flux agonist mode;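 active means activation over 3 SD above normal in the single-dose calcium agonist read, cut at about 30% in these data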; further: 0% is about no effect
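HEK293 Trex D2 cells, tetracycline-induced, o/n 30 C 5% CO2; no-wash Ca dye, RT 30–90 min; 10-cycle baseline, 23 nl cpd added, kinetic Ca read 180 s; agonist hits = positive Ca response.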
* hit, by the source's call; . = no result given. Unless noted, no stated cut-off is given here; in the data, active means activation above about 30%; inactive means the rest.

Each structure is followed by: TRHR ag, D1 potentiator, TRHR PAM, D1 antagonist, D1 ag, D2 potentiator, D2 antagonist, RXFP1 antagonist, D2 ag
CC(=O)Nc1ccccc1C(=O)C(=O)NCCc1ccccc1
→ -0.5, -4, 0, -6, 3, -4, 23, -10, -0.6
Cc1cc(Cl)ccc1NC(=O)COC(=O)c1cc([N+](=O)[O-])ccc1N1CCOCC1
→ -0.7, -1, -7, -2, 0, 3, -13, -11, -0.3
Cc1cc(NC(=O)c2ccc([N+](=O)[O-])cc2)no1
→ 0.0, -3, 0, -5, 2, -5, -14, 16, -0.4
CCOC(=O)c1ccc(CN2C(=O)c3ccccc3S2(=O)=O)cc1
→ -0.7, 0, -3, 6, 5, 9, -16, -20, 2.2
CCOP(C)(=O)C1(C(=O)OCc2ccccc2)CC1 (configuration not stated)
→ 0.7, -4, -2, -24, 2, 16, -1, 0, -0.7
CC1(C)CC(=O)C(N=Nc2c(F)cccc2F)=C(O)C1
→ 0.3, 1, 0, -19, 2, -6, -21, -9, -0.1
CCOc1nc(SCCOc2ccccc2)nc(N(C)C)n1
→ -0.9, -2, -6, -28, 6, -1, 7, -5, 0.5
S=C(Nc1ccccc1Cl)N(CCCN1CCOCC1)Cc1ccco1
→ -0.8, -6, -2, 4, 4, -1, 9, ., 0.2
COC(=O)c1c(NC(=O)C2CC2)sc2c1CCCC2
→ -0.3, 7, -3, -15, -1, ., ., ., .
CCN(CC)C(=O)CSc1nc2c(sc(=S)n2-c2ccccc2)c(=O)n1Cc1ccco1
→ 0.7, 1, -9, 8, 1, 5, 9, -34, 0.0

Gathered by group: those above with a Cl atom
Each structure is followed by: TRHR ag, D1 potentiator, TRHR PAM, D1 antagonist, D1 ag, D2 potentiator, D2 antagonist, RXFP1 antagonist, D2 ag
Cc1cc(Cl)ccc1NC(=O)COC(=O)c1cc([N+](=O)[O-])ccc1N1CCOCC1
→ -0.7, -1, -7, -2, 0, 3, -13, -11, -0.3
S=C(Nc1ccccc1Cl)N(CCCN1CCOCC1)Cc1ccco1
→ -0.8, -6, -2, 4, 4, -1, 9, ., 0.2

Next entries follow.
Each structure is followed by: TRHR ag, D1 potentiator, TRHR PAM, D1 antagonist, D1 ag, D2 potentiator, D2 antagonist, RXFP1 antagonist, D2 ag
N#CCC(=O)Nc1ccc(C(=O)NCCc2c[nH]c3ccccc23)cc1
→ 0.2, -7, -7, -2, 3, 15, 5, -15, -0.2
COc1ccc(C)cc1Nc1cc(C)nc2ncnn12
→ -1.0, -2, 3, -15, -3, 2, 0, ., -0.2
Cc1nc2nc(-c3ccco3)nn2c(C)c1Cl
→ -0.3, -3, -1, 7, 0, -4, 7, -4, -1.8
CN(C)CCCn1c(SCCN2C(=O)c3ccccc3C2=O)nc2ccccc2c1=O
→ 0.3, -9, 2, -52*, 1, 1, 6, 9, 0.6
Cc1cc(-c2c(C)[nH]n(-c3ccccc3)c2=O)n[nH]1
→ 0.3, -1, -1, 13, 0, 16, -8, 12, 0.4
Cc1ccc(-n2c(=O)c3c(cnn3C)n(Cc3ccccc3F)c2=O)cc1
→ 0.4, 0, -4, -3, 1, -13, ., ., 0.0
Cc1cccc(C)c1NC(=O)COC(=O)COc1ccc2c(C)cc(=O)oc2c1
→ 0.8, -3, -4, 3, 3, -2, 1, ., 0.3
CCC(C)(C)n1nnnc1C(c1ccc2ncccc2c1)N1CCCCCC1 (configuration not stated)
→ 0.8, -2, -2, 1, -3, -5, -9, -4, 0.8
CN(C)CCn1c2c(c(SCC(=O)Nc3cccc4ccccc34)nc1=O)CCCC2
→ -0.5, 2, -7, 19, 1, 18, 2, -18, -0.1
COc1ccc(OC)c(CNc2sc3c(c2C(=O)Nc2cc(OC)ccc2OC)CCCC3)c1
→ 0.0, -1, 2, -1, 0, -4, ., -9, 0.1
COCCOC(=O)C1=C(C)NC2=C(C(=O)CC(C)(C)C2)C1c1ccc2c(c1)OCO2 (configuration not stated)
→ -0.4, 2, 3, -5, 1, 2, -14, -12, 0.4
CCOC(=O)CCCNC(=O)COC(=O)c1ccc(O)cc1
→ 0.5, 1, 3, 5, 3, ., ., 4, .
O=C(N/N=C/c1cccnc1)c1cccc(S(=O)(=O)N2CCCC2)c1
→ 0.8, 1, 1, 5, 1, -6, 16, -8, -0.4
COc1cccc(NC(=O)Nc2nnc(Cc3ccccc3F)s2)c1
→ 1.5, -5, 0, 1, 2, 5, -6, 7, 0.7
O=C(NC12CC3CC(CC(C3)C1)C2)c1ccc(S(=O)(=O)N2CCOCC2)cc1
→ -0.7, 6, 3, -15, 5, -10, -18, -2, 0.6
CCOC(=O)c1cc(-c2ccccc2)n(CCC(=O)NCc2ccccc2Cl)c1C
→ 0.6, -4, 1, -6, 11, -6, ., -38, 0.3
O=C(NCC1([N+](=O)[O-])CN(C(=O)c2ccccc2)CN(C(=O)c2ccccc2)C1)c1ccccc1
→ -2.1, 2, -2, -5, 1, 5, -8, -5, 0.0
CC(=O)NCCc1nc2ccccc2n1Cc1ccc(C)cc1
→ 0.4, ., -1, -21, 1, 10, 0, ., 0.9
Cc1ccc(S(=O)(=O)N2CC3(C)CN(S(=O)(=O)c4ccc(C)cc4)CC(C)(C2)C3=O)cc1
→ -1.1, -10, 6, 5, 1, -3, -17, -18, 0.5
Cc1ccnc(NS(=O)(=O)c2ccccc2)c1
→ 0.7, 0, 9, 4, 7, -11, 2, 11, 0.4
COC(=O)c1c(N)n(-c2ccc(OC)c(Cl)c2)c2nc3ccccc3nc12
→ -0.6, -1, 9, -6, 3, 15, ., ., 2.3
CCOc1ncccc1C(=O)N1CCCSC1=Nc1ccccc1OC
→ -0.2, -8, 2, 2, 1, -4, -3, 9, -0.2
O=C(COC(=O)CNC(=O)c1ccc(Cl)c([N+](=O)[O-])c1)NC(=O)CN1CCCC1=O
→ 0.4, -3, -3, -14, 0, 11, -5, -2, -0.7
CC(Sc1nc(-c2ccccc2)c(C#N)c(=O)[nH]1)C(=O)Nc1ccc(F)cc1 (configuration not stated)
→ 0.3, 2, -1, 8, 2, 12, ., 8, -1.7
O=S(=O)(NCC(c1ccco1)N1CCN(c2ccc(F)cc2)CC1)c1ccc(F)cc1 (configuration not stated)
→ 0.4, -5, 0, -34*, 0, 6, -1, ., 0.2
Cc1ccc(-n2c(C)cc(/C=C3\NC(=O)NC3=O)c2C)c(C)c1
→ -1.3, -7, 2, 10, 0, -4, -7, -23, -0.9
CC(=O)N1N=C(c2ccc(C)cc2)CC1c1ccc2c(c1)OCO2 (configuration not stated)
→ -0.7, 0, -2, 1, 2, -19, 21, -3, -1.0
Cc1ccc(-c2nc(CS(=O)(=O)CC(=O)NCCCN3CCOCC3)c(C)o2)cc1
→ -0.8, -1, -7, -1, 2, -12, -4, -13, -1.9
CCOc1ccc(-c2ccc(SCC(=O)Nc3nnc(CC)s3)nn2)cc1
→ -1.3, -2, 20, -1, 1, 1, 11, 1, -0.7
CCCCOc1ccc(C(O)(CC)CCN2CCOCC2)cc1 (configuration not stated)
→ 0.3, 8, 0, 4, 4, 8, 0, -11, 0.1
CCn1c(C(=O)O)c(CC(=O)Nc2ccc(Br)cc2C)c2ccccc21
→ 0.2, -4, 1, 6, 1, -2, -21, -9, -0.5
COc1ccc(-c2cc(-c3ccccc3)nc3ncnn23)cc1
→ -1.3, -6, 3, -9, 3, ., ., -8, .
Cc1ccccc1CNC(=O)CCC(=O)N1Cc2ccccc2Oc2ncccc21
→ 0.1, -1, -4, 4, 9, -4, 13, -120*, 0.0
O=C(CS(=O)CC(=O)N(CC(=O)NC1CCCC1)c1ccccc1F)Nc1ccc(F)cc1 (configuration not stated)
→ 0.0, 1, 1, -35*, 0, ., 4, 5, 5.3
CC(OC(=O)c1ccc2c(=O)n3c(nc2c1)CCC3)C(N)=O (configuration not stated)
→ -0.5, -6, 3, 1, 0, 9, 26, -4, -3.5
CCOC(=O)c1ccc(N=c2sc(C(=O)OC)cc(=O)n2-c2ccc(C(=O)OCC)cc2)cc1
→ 0.6, -3, 4, 2, 2, 8, 4, 6, 1.5
O=C(Nc1ccccc1Br)C1CCCN(S(=O)(=O)c2cccc3nsnc23)C1 (configuration not stated)
→ -1.5, 0, -3, -26, 1, 6, ., ., -0.8
CCCNC(=O)CN(C)CC(=O)Nc1ccccc1C#N
→ 1.4, 0, -1, 1, 3, 2, -1, 2, 3.3
COc1ccc(OCCn2cc(C(=O)C3CCCCC3)c3ccccc32)cc1
→ 0.8, -2, -4, 10, 9, -2, ., -25, 1.0
CC(=O)c1cc(-c2ccc(F)cc2)n(CC(=O)NC(C)c2ccccc2)c1C (configuration not stated)
→ -0.5, -8, 3, -9, 0, -4, ., -5, -0.1
Cc1cc(C(=O)CN2CC(C)OC(C)C2)c(C)n1-c1ccccc1 (configuration not stated)
→ 0.1, -5, 2, -25, -2, -5, -2, ., 0.7
CC(=O)N1CCc2cc(S(=O)(=O)NCCC(=O)NCCc3ccc(Cl)cc3)ccc21
→ -0.5, -8, -4, -18, 2, -3, -9, 5, -0.6
CCOC(=O)C1C(=O)NC(SCC(N)=O)=C(C#N)C1c1ccccc1OCC (configuration not stated)
→ 5.3, 1, 5, -28, 9, 0, -5, -4, 1.5
CC1CCN(C(=O)CN2CC(C)Sc3ccccc32)CC1 (configuration not stated)
→ 0.3, 0, 5, -9, 2, 2, ., -13, 0.8
COc1cc(Cl)cc(C(c2c(C(=O)O)[nH]c3ccccc23)c2c(C(=O)O)[nH]c3ccccc23)c1O
→ 0.1, 0, 8, 3, 3, 6, 5, -1, 1.1
COC(=O)C1=CN(CCCN2CCCC2=O)C=C(C(=O)OC)C1c1cccs1
→ -0.9, -2, -2, -8, 3, -18, 3, 14, -0.8

In the list so far, these contain a COOH group.
Each structure is followed by: TRHR ag, D1 potentiator, TRHR PAM, D1 antagonist, D1 ag, D2 potentiator, D2 antagonist, RXFP1 antagonist, D2 ag
CCn1c(C(=O)O)c(CC(=O)Nc2ccc(Br)cc2C)c2ccccc21
→ 0.2, -4, 1, 6, 1, -2, -21, -9, -0.5
COc1cc(Cl)cc(C(c2c(C(=O)O)[nH]c3ccccc23)c2c(C(=O)O)[nH]c3ccccc23)c1O
→ 0.1, 0, 8, 3, 3, 6, 5, -1, 1.1

Screening results (PubChem)
